H9c2 TAG inh = inhibitors of triacylglycerol accumulation, primary screen, cell-based, uHTS, fluorescence, H9c2 | inhibition, % at 12.5 µM | H9c2 cells, Nile Red lipid (TAG) fluorescence; cells loaded with 200 µM oleic acid | 0.66% of 230,000 active;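 active = pattern-corrected inhibition of lipid staining of at least 50% with the nuclear-stain viability signal not falling by more than 50%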;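 also: 0% = DMSO wells and 100% = triacsin C control wells; some results filed as inactive read as strong as hits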
H9c2 TAG inh DAPI viability = recorded beside H9c2 TAG inh, whose call it bears; DAPI nuclei signal change (viability), lower = more cytotoxic, %;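 whole-well DAPI fluorescence read on a plate reader as a viability signal; minus 50 percent equals half of cells still viable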
An asterisk follows results filed as active. A portion of the library, so the mix of outcomes need not match the whole.

For COc1ccc2oc(C(=O)OC(C)C(=O)N(C)c3ccccc3)c(C)c2c1 (stereo not given) the results were H9c2 TAG inh -11 and H9c2 TAG inh DAPI viability -4.
O=C(Cn1cc2c(n1)CCCCC2)NCc1ccccn1 was read as H9c2 TAG inh 7 and H9c2 TAG inh DAPI viability -10.
Screening CC(OC(=O)COc1cccc2c1OC(C)(C)C2)C(=O)Nc1ccc(S(N)(=O)=O)cc1 (stereo not given) returned H9c2 TAG inh -3 and H9c2 TAG inh DAPI viability 0.
Screening Cc1ccc(C)c(NC(=S)N(C)CCO)c1 returned H9c2 TAG inh -9 and H9c2 TAG inh DAPI viability 1.
`COc1ccccc1N1CCN(C(=O)CN(C)S(=O)(=O)c2ccc3c(c2)c(=O)n(C)c(=O)n3C)CC1` gave H9c2 TAG inh 14 and H9c2 TAG inh DAPI viability -1.
CCCN(CC(=O)Nc1ccccc1C)C(=O)COc1c(C)cccc1C was read as H9c2 TAG inh -2 and H9c2 TAG inh DAPI viability 6.
`O=C(COC(=O)C1CCN(S(=O)(=O)c2cccs2)CC1)NCc1ccc(F)cc1` gave H9c2 TAG inh 7 and H9c2 TAG inh DAPI viability 0.
`O=C1CCN(S(=O)(=O)c2ccccc2)C2CCCCC12` (stereo not given) gave H9c2 TAG inh 0 and H9c2 TAG inh DAPI viability 10.
Cc1cc(C)cc(CSc2ccc(S(=O)(=O)N3CCCC3)cn2)c1 was read as H9c2 TAG inh 2 and H9c2 TAG inh DAPI viability 3.
`Cc1ccc(C(=O)c2c(C)oc3c2C(=O)C(=O)c2ccccc2-3)cc1` gave H9c2 TAG inh 82 and H9c2 TAG inh DAPI viability -68.
Screening COc1ccc(NS(=O)(=O)c2cccc(C(=O)NCC3(N4CCOCC4)CCCCC3)c2)cc1 returned H9c2 TAG inh -14 and H9c2 TAG inh DAPI viability 2.
Screening Cc1c(Cl)cccc1NC(=O)C1CCN(S(C)(=O)=O)CC1 returned H9c2 TAG inh 7 and H9c2 TAG inh DAPI viability -2.
COc1ccc(OCc2ccc(C(=O)O)cc2)cc1 was read as H9c2 TAG inh 15 and H9c2 TAG inh DAPI viability -4.
`CCOC(=O)Nc1c(Cl)[nH]c(=O)n(C)c1=O` gave H9c2 TAG inh -39 and H9c2 TAG inh DAPI viability 2.
`O=C(C1CCN(S(=O)(=O)c2cccc3cccnc23)CC1)N1CCCC1` gave H9c2 TAG inh 1 and H9c2 TAG inh DAPI viability 0.
For Cc1cccc(C(=O)N2CCC(n3nnc4cc(F)ccc43)CC2)c1 the results were H9c2 TAG inh -6 and H9c2 TAG inh DAPI viability 8.
Screening CC1CC(C)CN(C(=O)COC(=O)CCC(=O)c2cccs2)C1 (stereo not given) returned H9c2 TAG inh 0 and H9c2 TAG inh DAPI viability 10.
`Cc1ccc(NC(=O)COC(=O)c2cccnc2Cl)cc1S(=O)(=O)N1CCCCC1` gave H9c2 TAG inh 4 and H9c2 TAG inh DAPI viability -7.
Cc1cccc(NC(=O)CSc2nc3ccccc3c(=O)n2C)c1 was read as H9c2 TAG inh -20 and H9c2 TAG inh DAPI viability -2.
For COC(=O)[C@H]1C[C@@]2(O)CN(S(=O)(=O)c3ccc(C)cc3)C[C@@]2(OC(=O)NCC2CCCCC2)C[C@H]1C(=O)OC the results were H9c2 TAG inh -47 and H9c2 TAG inh DAPI viability -3.
CC(=O)Nc1ccc2c(c1)ncn2-c1ccccc1 was read as H9c2 TAG inh 11 and H9c2 TAG inh DAPI viability 1.
O=C1N[C@H](Cc2ccccc2)COC(=O)[C@@H](Cc2ccc(F)cc2)CC/C=C/C[C@H]1CC(=O)N(CCO)Cc1ccccc1 was read as H9c2 TAG inh 16 and H9c2 TAG inh DAPI viability -7.
For CCOC(=O)C1=C(N)OC2=C(C(=O)CCC2)C1c1sccc1C (stereo not given) the results were H9c2 TAG inh -4 and H9c2 TAG inh DAPI viability 11.
`NC(=O)c1nc(C2CCCCC2)nc2c1[nH]c(=O)n2-c1ccc(F)cc1` gave H9c2 TAG inh 20 and H9c2 TAG inh DAPI viability -2.
Screening O=C(NC(=S)Nc1ccccc1N1CCCC1)c1ccco1 returned H9c2 TAG inh -15 and H9c2 TAG inh DAPI viability -10.
Screening N#CCCN(C(=O)CSc1ncccn1)c1ccc2c(c1)OCCO2 returned H9c2 TAG inh -1 and H9c2 TAG inh DAPI viability 86.
`COc1ccccc1OCCCCn1c(C(C)O)nc2ccccc21` (stereo not given) gave H9c2 TAG inh -21 and H9c2 TAG inh DAPI viability 5.
For O=C(COC(=O)c1ccccc1NC(=O)c1ccco1)NC1CCS(=O)(=O)C1 (stereo not given) the results were H9c2 TAG inh 6 and H9c2 TAG inh DAPI viability -4.
`O=C(CCc1nnc(-c2ccc3c(c2)OCO3)o1)N1CCC(c2ccc(F)cc2)C1` (stereo not given) gave H9c2 TAG inh 3 and H9c2 TAG inh DAPI viability 2.
For COc1ccc(-n2c(=O)c3c4c(sc3n3c(=S)[nH]nc23)COC(C(C)C)C4)cc1 (stereo not given) the results were H9c2 TAG inh 5 and H9c2 TAG inh DAPI viability 1.
Cc1ccc(C)c(-n2nnnc2SCC(=O)NCC2CCCO2)c1 (stereo not given) was read as H9c2 TAG inh 0 and H9c2 TAG inh DAPI viability -2.
`CC1CCCCN1CCCn1c(=S)[nH]c2ccccc2c1=O` (stereo not given) gave H9c2 TAG inh -15 and H9c2 TAG inh DAPI viability 0.
Cc1cnc(NC(=O)C2COc3ccccc3O2)s1 (stereo not given) was read as H9c2 TAG inh 1 and H9c2 TAG inh DAPI viability 12.
`CCOc1ccc(C(=O)Nc2nc3ccccc3[nH]2)cc1OCC` gave H9c2 TAG inh 10 and H9c2 TAG inh DAPI viability 9.
For COC(=O)c1ccc(CN2CCN(Cc3ccc(F)cc3)C(CCO)C2)cc1 (stereo not given) the results were H9c2 TAG inh 7 and H9c2 TAG inh DAPI viability -4.
COc1ccc(/C=C2\C(=O)N(Cc3ccc(F)cc3)CC(=O)N2Cc2ccccc2)cc1 was read as H9c2 TAG inh -14 and H9c2 TAG inh DAPI viability 4.

Quoted at random: 7 records from the list, in no set order.
Screening O=C(NC(=S)Nc1ccccc1N1CCCC1)c1ccco1 returned H9c2 TAG inh -15 and H9c2 TAG inh DAPI viability -10.
For COc1ccc(-n2c(=O)c3c4c(sc3n3c(=S)[nH]nc23)COC(C(C)C)C4)cc1 (stereo not given) the results were H9c2 TAG inh 5 and H9c2 TAG inh DAPI viability 1.
Cc1ccc(C)c(-n2nnnc2SCC(=O)NCC2CCCO2)c1 (stereo not given) was read as H9c2 TAG inh 0 and H9c2 TAG inh DAPI viability -2.
`O=C(CCc1nnc(-c2ccc3c(c2)OCO3)o1)N1CCC(c2ccc(F)cc2)C1` (stereo not given) gave H9c2 TAG inh 3 and H9c2 TAG inh DAPI viability 2.
COc1ccc(/C=C2\C(=O)N(Cc3ccc(F)cc3)CC(=O)N2Cc2ccccc2)cc1 was read as H9c2 TAG inh -14 and H9c2 TAG inh DAPI viability 4.
Cc1cnc(NC(=O)C2COc3ccccc3O2)s1 (stereo not given) was read as H9c2 TAG inh 1 and H9c2 TAG inh DAPI viability 12.
For COC(=O)c1ccc(CN2CCN(Cc3ccc(F)cc3)C(CCO)C2)cc1 (stereo not given) the results were H9c2 TAG inh 7 and H9c2 TAG inh DAPI viability -4.

(cont.)
Screening CC(=O)Nc1cccc(-c2ccnc3c2CC(C)(C(=O)NCCN(C)C)O3)c1 (stereo not given) returned H9c2 TAG inh 15 and H9c2 TAG inh DAPI viability 10.
`C=CCC(=O)N(CC)CC1CCCN(CCc2cccc(F)c2)C1` (stereo not given) gave H9c2 TAG inh 0 and H9c2 TAG inh DAPI viability 5.
Cc1cc(=O)n2c(n1)NC(Nc1cccc(C)c1C)=NC2c1ccccc1 (stereo not given) was read as H9c2 TAG inh -2 and H9c2 TAG inh DAPI viability 3.
CCCCn1c(-c2cccc(C)c2)nc2cc3[nH]c(=O)c(C(C)C)nc3cc21 was read as H9c2 TAG inh -2 and H9c2 TAG inh DAPI viability 56.
Screening COc1ccccc1NC(=O)CN1CCN(c2ccccc2OC)CC1 returned H9c2 TAG inh -7 and H9c2 TAG inh DAPI viability -2.
`CN(CC(=O)Nc1ccc(Cl)c(C(F)(F)F)c1)C(=O)c1cc(=O)c2ccccc2o1` gave H9c2 TAG inh -1 and H9c2 TAG inh DAPI viability 6.
`O=C(NC1=NCCS1)C1COc2ccccc2O1` (stereo not given) gave H9c2 TAG inh 11 and H9c2 TAG inh DAPI viability -6.
Cc1cc(C)c(C(=O)COC(=O)C2CCN(c3ccc(C(F)(F)F)cn3)CC2)c(C)c1 was read as H9c2 TAG inh 3 and H9c2 TAG inh DAPI viability 1.
O=C(OCc1ccccc1)c1ccc(Br)o1 was read as H9c2 TAG inh -4 and H9c2 TAG inh DAPI viability 2.
For COc1ccc(NC(=O)CSc2nnc(NC(=O)c3ccccc3C(=O)O)s2)cc1 the results were H9c2 TAG inh 1 and H9c2 TAG inh DAPI viability 16.
Screening NC(N)=NC1=NC(=O)C(Cc2ccccc2Cl)S1 (stereo not given) returned H9c2 TAG inh 8 and H9c2 TAG inh DAPI viability -4.
For CC(C)(C)c1ccc(OCCC(=O)OCC(=O)NC2CCCCC2)cc1 the results were H9c2 TAG inh 8 and H9c2 TAG inh DAPI viability -1.
Screening O=C1CCC(=O)N1N1C(=O)C2C3c4ccccc4C(c4ccccc43)C2C1=O (stereo not given) returned H9c2 TAG inh 5 and H9c2 TAG inh DAPI viability 4.
Screening COc1ccc(CCNC(=O)COC(=O)Cc2cc(OC)c(OC)c(OC)c2)cc1 returned H9c2 TAG inh 10 and H9c2 TAG inh DAPI viability 4.
CCN(CC)CCCNC(=O)c1nn2c(C(F)(F)F)cc(-c3ccccc3)nc2c1Cl was read as H9c2 TAG inh 21 and H9c2 TAG inh DAPI viability -10.
For O=C(NCC(c1ccco1)N1CCCC1)c1cn(-c2ccccc2)nc1-c1ccc(F)cc1 (stereo not given) the results were H9c2 TAG inh 5 and H9c2 TAG inh DAPI viability 10.
For Cc1cccc2nc(CSc3ccccc3C(=O)O)cn12 the results were H9c2 TAG inh -1 and H9c2 TAG inh DAPI viability -2.
`Cc1cc2ncc(C(=O)Nc3ccsc3C(=O)O)c(C)n2n1` gave H9c2 TAG inh -10 and H9c2 TAG inh DAPI viability 4.
For Nc1ccc(N2CCCC2)c(S(=O)(=O)Nc2cccc(C(F)(F)F)c2)c1 the results were H9c2 TAG inh -22 and H9c2 TAG inh DAPI viability -9.
Screening CCc1nc2ccc(C(=O)NCc3ccc(OC)cc3)cn2c1N(CC)CCN(C)C returned H9c2 TAG inh 19 and H9c2 TAG inh DAPI viability -11.
O=C(NCc1ccccc1)c1ccc(Cn2cc(C(F)(F)F)ccc2=O)cc1 was read as H9c2 TAG inh -3 and H9c2 TAG inh DAPI viability -1.
Screening C[C@H]1C[C@@H]2[C@H]([C@@H](O)C[C@@]3(C)[C@H]2CC[C@]3(O)C(=O)CO)[C@@]2(C)C=CC(=O)C=C12 returned H9c2 TAG inh 32 and H9c2 TAG inh DAPI viability 7.
`CC(NC(=S)NCCc1ccccc1)C(c1cccs1)N1CCN(C)CC1` (stereo not given) gave H9c2 TAG inh -3 and H9c2 TAG inh DAPI viability -7.
`COc1ccc(C(=O)N/N=C2\SCC(=O)N2Cc2ccc3c(c2)OCO3)c(OC)c1` gave H9c2 TAG inh 0 and H9c2 TAG inh DAPI viability -5.

Not a retest: entries from further up.
`Cc1cc2ncc(C(=O)Nc3ccsc3C(=O)O)c(C)n2n1` gave H9c2 TAG inh -10 and H9c2 TAG inh DAPI viability 4.
For Nc1ccc(N2CCCC2)c(S(=O)(=O)Nc2cccc(C(F)(F)F)c2)c1 the results were H9c2 TAG inh -22 and H9c2 TAG inh DAPI viability -9.

Further results follow.
`CC(=O)CSc1nc(-c2cccs2)c(C#N)c(=O)[nH]1` gave H9c2 TAG inh -3 and H9c2 TAG inh DAPI viability -1.
O=C(NCCc1ccccn1)c1cc(-c2cccc3ccccc23)nc2ccccc12 was read as H9c2 TAG inh -3 and H9c2 TAG inh DAPI viability 7.
Screening CCCCC(=O)Nc1ccc(NC(=O)c2ccccc2[N+](=O)[O-])cc1OC returned H9c2 TAG inh -7 and H9c2 TAG inh DAPI viability 2.
For Cc1ccc(O)c(-c2cc(-c3ccc(F)cc3)no2)c1 the results were H9c2 TAG inh -7 and H9c2 TAG inh DAPI viability 4.
COc1ccc(Cc2noc(CN(C)CC3(N4CCOCC4)CCCCC3)n2)cc1OC was read as H9c2 TAG inh -22 and H9c2 TAG inh DAPI viability 5.
Screening NC(=O)C1(NC(=O)[C@@H]2CC3(CC(c4cccc(NC(=O)c5cc([N+](=O)[O-])cc([N+](=O)[O-])c5)c4)=NO3)CN2C(=O)c2ccccc2)CC1 (stereo not given in full) returned H9c2 TAG inh -2 and H9c2 TAG inh DAPI viability 10.
For CN(C)N1C(=O)CC(N2CCCCC2)C1=O (stereo not given) the results were H9c2 TAG inh 13 and H9c2 TAG inh DAPI viability -11.
CCN(C[C@H]1N[C@@](Cc2ccccc2)(C(=O)OC)[C@H]2C(=O)N(Cc3ccccc3)C(=O)[C@@H]12)C(=O)C1CCCCC1 was read as H9c2 TAG inh 13 and H9c2 TAG inh DAPI viability 1.
For Cc1cc(N)n(-c2nc3ccccc3s2)n1 the results were H9c2 TAG inh 4 and H9c2 TAG inh DAPI viability 7.
`CN1CCC(=O)N(CCOc2ccccc2)CC1` gave H9c2 TAG inh 15 and H9c2 TAG inh DAPI viability -3.
`Cc1[nH]n(-c2ccccc2)c(=O)c1C=NCCc1ccccc1` gave H9c2 TAG inh -9 and H9c2 TAG inh DAPI viability -4.
O=C(NCCC1=CCCCC1)C1CCN(S(=O)(=O)c2ccccc2)CC1 was read as H9c2 TAG inh -4 and H9c2 TAG inh DAPI viability 4.
